# UHRF1 MBD2 ctr: UHRF1 methyl-DNA binding inhibition. Q96T88. UHRF1 binding to methylated oligo, TR-FRET. inhibition, % at 4.4 µM. actives 0.75% (n = 370,000); in the data active = inhibition above about 21%;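 also: UHRF1 SRA domain binding a hemimethylated CpG hairpin DNA probe; 0% = median of test compound wells and 100% = reference inhibitor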
# SIAE primary: human SIAE inhibition, primary screen; actives 0.69% (n = 370,000); SIAE FP-Rh probe binding, fluorescence polarization; Q9HAT2; inhibition, % at 9.66 µM;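 active = inhibition above a cutoff: mean of compounds within the control limits plus 3 SD of those, cut at about 17% in these data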;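 also: 0% = plate median of compound wells and 100% = probe without SIAE protein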
# rCAG binder: molecules binding r(CAG) RNA repeats. actives 1.3% (n = 370,000). inhibition, % at 3 µM. r(CAG) RNA repeat, TO-PRO-1 dye displacement fluorescence;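 active = inhibition above the plate cutoff, the mean of all test compounds on that plate plus 3 SD, cut at about 35% in these data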;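 also: 0% = DMSO alone and 100% = 100 µM mitoxantrone as full dye displacement; higher means more dye released from RNA so lower well fluorescence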
# ABHD4 inh: inhibits mouse alpha/beta hydrolase domain 4 | inhibition, % at 8.92 µM | purified mABHD4, FP-Rh probe fluorescence polarization | AID 720543 | actives 0.54% (n = 370,000);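 active = inhibition exceeding the mean over every tested compound plus 3 SD, cut at about 30% in these data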;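 also: 0% = plate median of compound wells and 100% = S159A mutant with DMSO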
#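 Assay system: mouse ABHD4 enzyme, wild type / Also added: fluorescent activity-based probe FP-Rh / Doses: single nominal dose of 8.92 µM, 0.89% DMSO final / Timing: 45 min compound pre-incubation plus 60 min probe step, 25 °C / Signal: FP readout, ex 525 nm / em 598 nm / Control set: S159A mutant/DMSO as 100%, compound-well median as 0%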
# TCR-CD3 inh: blocks the human TCR-CD3 interaction; TAMRA-labeled TCR probe fluorescence, biochemical; inhibition, % at 9.4 µM; actives 0.37% (n = 360,000); AID 651800; in the data active = inhibition above about 19%;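 also: recombinant mutant TCR 2C K166C tagged with TAMRA read by polarization; 0% = receptor in buffer alone and 100% = receptor with positive control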
# PRMT1 FP inh: inhibitors of human PRMT1. recombinant PRMT1, activity-based probe fluorescence polarization. actives 1.3% (n = 370,000). inhibition, % at 2.79 µM;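 active = inhibition above about 21% made by adding two undisclosed values, limit read from the data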
# NPR1 activator: GC-A (human) enzyme activation. P16066. HEK293 GC-A cells, cGMP TR-FRET, EC30 ANP; 0% at EC30 ANP, 100% saturating ANP. activation, % at 10 µM. actives 0.14% (n = 370,000). AID 1671463; in the data active = activation above about 40%
# MBD2 DNA inh: MBD2-methylated oligo binding inhibition; TR-FRET, MBD2 binding to methylated oligonucleotide; inhibition, % at 4.4 µM; actives 0.31% (n = 370,000); in the data active = inhibition above about 13%
# NPR2 activator: GC-B (human) receptor activation; P20594; HEK293-GC-B cells, CNP EC30, cGMP TR-FRET; 0% at EC30 CNP, 100% saturating CNP; activation, % at 10 µM; actives 0.11% (n = 370,000); AID 1920062;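 active = activation at 10 µM reaching about 35% in either raw or pattern-adjusted values, limit read from the data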
# Target sequence (P20594 whole entry, looked up): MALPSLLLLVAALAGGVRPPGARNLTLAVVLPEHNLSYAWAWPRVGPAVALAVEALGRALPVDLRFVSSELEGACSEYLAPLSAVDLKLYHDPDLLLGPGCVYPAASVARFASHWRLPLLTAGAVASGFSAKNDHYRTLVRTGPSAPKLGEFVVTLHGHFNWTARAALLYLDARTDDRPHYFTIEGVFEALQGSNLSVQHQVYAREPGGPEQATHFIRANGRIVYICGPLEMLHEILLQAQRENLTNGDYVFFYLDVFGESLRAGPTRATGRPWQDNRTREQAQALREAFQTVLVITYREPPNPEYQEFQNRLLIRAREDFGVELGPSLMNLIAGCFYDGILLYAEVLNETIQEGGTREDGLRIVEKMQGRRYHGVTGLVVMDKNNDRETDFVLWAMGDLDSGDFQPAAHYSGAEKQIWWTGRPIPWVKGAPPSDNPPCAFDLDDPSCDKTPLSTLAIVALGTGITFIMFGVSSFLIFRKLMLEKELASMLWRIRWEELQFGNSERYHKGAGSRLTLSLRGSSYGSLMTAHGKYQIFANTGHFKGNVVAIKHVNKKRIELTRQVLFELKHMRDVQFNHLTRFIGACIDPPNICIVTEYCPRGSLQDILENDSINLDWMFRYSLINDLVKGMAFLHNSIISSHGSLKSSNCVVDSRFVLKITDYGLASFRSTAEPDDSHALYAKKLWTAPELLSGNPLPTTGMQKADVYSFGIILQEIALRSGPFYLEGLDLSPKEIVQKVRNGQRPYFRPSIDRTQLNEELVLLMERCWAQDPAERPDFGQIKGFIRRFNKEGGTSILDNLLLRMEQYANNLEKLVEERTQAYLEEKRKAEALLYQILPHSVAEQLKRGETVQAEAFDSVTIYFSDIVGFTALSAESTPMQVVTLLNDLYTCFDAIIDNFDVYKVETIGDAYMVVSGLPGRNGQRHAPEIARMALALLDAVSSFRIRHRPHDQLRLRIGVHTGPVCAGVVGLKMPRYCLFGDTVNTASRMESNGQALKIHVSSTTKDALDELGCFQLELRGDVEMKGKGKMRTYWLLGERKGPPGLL
# HTRA1 inhibitor: HTRA1 (human) protease inhibition | Q92743 | recombinant HTRA1, FP-rhodamine activity-based probe, fluorescence polarization | inhibition, % at 5.96 µM | actives 0.5% (n = 340,000) | AID 504803; in the data active = inhibition above about 36%;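 also: 0% = enzyme with DMSO and 100% = wells lacking enzyme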
# Starred values were filed as active, the others as inactive; nt = not tested or not shown. The list is partial. The share of hits here may be higher or lower than overall.
SMILES,UHRF1 MBD2 ctr,SIAE primary,rCAG binder,ABHD4 inh,TCR-CD3 inh,PRMT1 FP inh,NPR1 activator,MBD2 DNA inh,NPR2 activator,HTRA1 inhibitor
CCOc1ccccc1C(=O)NC(C)c1ccc(-n2ccnc2)cc1 (stereo not given),-1.5,10.8,-7.0,0.1,-1.3,-1.8,-2.9,-0.9,0.2,4.0
CC1(Cc2ccc(C(F)(F)F)o2)C(=O)Nc2ccc(-c3cccc(C(F)(F)F)c3)cc21 (stereo not given),2.7,-10.2,2.4,-24.9,-5.2,6.8,-4.3,2.4,7.3,nt
COc1cc(OC)c(NC(=O)Cn2cccc2)cc1Cl,-0.1,-1.2,5.3,-1.1,9.7,2.1,0.9,-1.2,-7.3,2.5
Cc1ccccc1OCC(O)Cn1c(NCc2ccco2)nc2c1c(=O)[nH]c(=O)n2C (stereo not given),-1.4,-0.9,-6.5,2.9,0.9,-3.9,-4.0,-4.8,-1.6,0.1
O=C(Cn1cnc2c(nnn2Cc2ccc(F)cc2)c1=O)Nc1ccc2c(c1)OCCO2,-1.0,-8.6,3.3,-0.2,1.9,-2.5,-9.1,-5.1,-4.4,1.5
Cc1cc(Br)ccc1SCC(=O)OCC(=O)Nc1ccccc1C#N,2.2,-13.5,1.4,6.9,1.0,-1.1,-0.1,1.6,-2.5,-8.1
CC(=O)c1ccc(NC(=S)NCCc2ccccn2)cc1,-1.2,11.0,2.9,-0.6,1.9,-3.3,-0.8,-2.0,0.0,6.7
O=C(CCc1nc(-c2ccc(Cl)cc2)no1)NC1CCCC1,-0.2,-6.0,-2.3,-6.5,7.5,-0.4,6.0,0.0,-0.8,4.1
Cc1ccc(-c2nnc(SCc3nc4ccccc4[nH]3)n2Cc2ccco2)cc1,-4.4,-7.2,-0.4,-4.2,-4.4,-0.6,-12.1,-4.3,-5.6,-8.0
Cc1ccccc1C(=O)NC(=S)Nc1ccccc1C(=O)O,0.0,-5.4,-2.3,0.5,3.5,-2.7,1.6,0.3,-1.6,-5.4
O=S1(=O)c2ccc(N3CCC[C@@H]3CO)cc2O[C@H]2CCN1C2,2.2,6.8,3.7,7.2,nt,1.6,2.8,-0.3,6.9,nt
Cc1ccc(OCCC(=O)N2CCN(c3ccc(O)cc3)CC2)cc1,-2.6,1.8,-0.6,12.6,4.6,9.0,3.9,-4.7,-1.4,1.7
CC1CC(C)CN(S(=O)(=O)c2ccc3c(c2)C(C)(C)C(=O)N3C)C1 (stereo not given),-0.4,2.8,-3.8,4.1,-0.2,-0.3,6.1,-0.6,-0.2,2.4
CCCn1nnnc1NCc1ccc(Cl)cc1Cl,0.2,-2.4,-1.6,-0.9,-0.3,-0.6,-3.9,-0.3,-3.9,0.4
Cc1ccc(S(=O)(=O)N2CC(O)CC2C(=O)OCc2nc3sc(C)c(C)c3c(=O)[nH]2)cc1 (stereo not given),-0.1,7.1,3.5,4.2,1.2,-1.6,-2.8,-3.1,6.7,-0.1

# Sorted by value in HTRA1 inhibitor (low to high): 3 of the compounds above.
molecule	HTRA1 inhibitor
Cc1ccc(-c2nnc(SCc3nc4ccccc4[nH]3)n2Cc2ccco2)cc1	-8.0
CCCn1nnnc1NCc1ccc(Cl)cc1Cl	0.4
CC(=O)c1ccc(NC(=S)NCCc2ccccn2)cc1	6.7

# (more compounds)
SMILES,UHRF1 MBD2 ctr,SIAE primary,rCAG binder,ABHD4 inh,TCR-CD3 inh,PRMT1 FP inh,NPR1 activator,MBD2 DNA inh,NPR2 activator,HTRA1 inhibitor
Cc1cc(C)nc(N(C#N)CC(=O)N(c2ccccc2)C(C)C)n1,-2.8,1.4,-6.5,4.1,10.4,0.9,-1.1,-4.1,1.1,3.2
CCOC(=O)c1sc(Nc2nc3cc4c(cc3s2)OCO4)cc1C,2.9,19.0*,18.1,0.2,-9.8,0.5,-3.2,1.9,-1.7,7.8
CSc1nc(=S)n(Cc2ccccc2)c(C)c1C(C)=O,1.9,-2.8,1.2,5.9,1.0,7.8,-2.0,0.7,3.0,-5.2
O=C(Cc1ccccc1)NCC(=O)Nc1cccc(Cl)c1,1.6,-0.1,-0.8,4.7,5.2,0.4,5.3,-1.5,-0.7,4.1
C/C(=N\Nc1nc2ccccc2nc1C)c1ccccc1O,-0.3,-2.7,6.1,4.9,-3.0,1.7,4.0,1.4,-1.4,4.0
COc1ccccc1Cn1c(=S)[nH]c2ccc(F)cc2c1=O,-0.2,-4.6,8.3,-1.6,-2.4,-3.3,15.2,-2.3,9.8,-5.7
O=C(COC(=O)C1C2CC3OC(=O)C1C3C2)Nc1ccc(Br)cc1 (stereo not given),-0.1,0.8,-4.3,0.4,-4.0,1.5,0.5,4.9,3.9,7.7
C[C@@H](CSc1ccccc1)CN1CC[C@H](O)CCC1=O,-2.5,-4.4,-2.3,0.2,7.2,-1.6,1.3,3.8,2.0,1.9
COc1cccc(-c2ccc(C#N)c(OC(=O)c3ccc(Cl)cc3)n2)c1,-3.3,0.9,3.6,-9.4,4.7,-0.2,3.1,-1.0,-11.2,4.7
CC1(C(=O)NCCc2ccccc2)Cc2c(-c3cccc(C(F)(F)F)c3)ccnc2O1 (stereo not given),-1.8,0.4,-0.5,-0.9,4.1,-2.9,-8.2,0.8,-6.5,nt
O=C(N/N=C/c1ccc(Br)o1)/C(=C/c1ccc([N+](=O)[O-])cc1)NC(=O)c1ccccc1,-4.3,-12.3,26.2,-5.6,4.3,7.4,-4.5,-12.6,-3.0,1.4
O=C(Nc1cccc(NC(=O)c2ccc(-c3cccc(Br)c3)o2)c1)c1ccco1,-3.8,-123.1,13.5,-120.2,3.5,1.6,1.2,-5.4,2.6,-129.1
CCN(CC)c1ccc(/C=N/N2C(=O)c3ccccc3C2=O)cc1,2.1,1.4,-1.0,9.0,-3.9,2.8,0.1,-0.4,-2.2,8.8
O=C(/C=C/c1cccc(F)c1)Nc1nccs1,1.4,1.2,-3.9,3.1,1.7,-4.1,-4.6,-6.9,-4.2,-8.3
COc1ccc(OC(=O)COc2ccc(Cl)cc2)cc1,1.5,8.7,-3.6,1.3,0.0,3.8,9.0,0.7,-4.6,14.3
COc1ccc(NS(=O)(=O)c2ccc(C)c(C(=O)NC3CCN(Cc4ccccc4)CC3)c2)cc1,0.0,12.8,-3.8,3.7,-0.1,-3.4,-4.4,-2.3,-3.5,-6.8
CCOc1ccc(NC(=O)COn2nnc3ccc(S(=O)(=O)N4CCOCC4)cc32)cc1,7.0,-3.1,-1.9,-6.4,-2.7,6.2,-1.1,6.4,-1.5,10.8
O=C(CSc1nnnn1C1CC1)N1CCN(c2ccccc2F)CC1,2.4,3.5,0.2,-1.0,-10.0,-1.1,-0.3,2.0,0.6,1.4
COCCNc1oc(/C=C/c2cccs2)nc1S(=O)(=O)c1ccccc1,52.9*,9.6,3.7,2.4,2.4,-1.4,-4.0,1.5,-0.5,-9.6
Cc1cc(-c2cccs2)nc(-n2cccc2)n1,0.8,-5.8,1.5,-5.5,-1.9,2.2,-5.7,3.7,-6.4,-22.8
Cc1c(C(c2ccc([N+](=O)[O-])cc2)c2c(C)n(C)n(-c3ccccc3)c2=O)c(=O)n(-c2ccccc2)n1C,-0.3,1.8,2.9,3.8,0.1,0.4,-0.8,3.0,-0.5,-0.2
CN1CCCN(S(=O)(=O)c2cccc(C(F)(F)F)c2)c2nc3ccccc3nc21,-3.0,-0.3,2.7,-15.7,0.0,1.4,-0.1,1.1,5.5,-8.6
Cc1ccc2cc(CN(CC(C)C)C(=O)C3CCCO3)c(=O)[nH]c2c1 (stereo not given),-0.3,1.2,-5.1,2.1,-4.2,2.2,1.3,1.6,1.3,-5.8
C/C(Cl)=C\COc1cc(C)nc2c(Br)cccc12,4.5,5.7,-1.4,-3.2,5.7,0.1,0.7,-3.1,-8.2,-23.3
Cn1c(SCC(=O)Nc2ccc3c(c2)n(C)c(=O)n3C)nnc1-c1ccncc1,-1.4,-2.0,-0.4,3.9,3.5,0.0,4.0,1.5,1.6,-7.3
CCN(C(=O)c1c(C)cc(=O)oc1C)c1ccc2c(c1)OCO2,-1.1,3.5,-1.2,5.0,13.4,-1.6,0.0,-4.8,7.6,-0.8
O=C(CN1CCN(S(=O)(=O)c2ccccc2[N+](=O)[O-])CC1)NC(=O)NCc1ccco1,-1.4,1.8,0.1,-2.8,0.9,-5.8,-4.2,1.4,-0.9,-0.7
Cc1nn(C)cc1S(=O)(=O)N1CCCC(C(=O)O)C1 (stereo not given),-1.8,-5.2,0.2,-1.2,-4.3,-3.2,1.1,-1.7,-0.6,0.6
CC/C(=N\NC(=O)c1ccoc1C)c1ccc(C)o1,-0.1,-4.7,0.3,5.9,4.3,-2.0,1.4,-1.5,1.6,6.4
Clc1ccc(N=C2SCC3CCCCN23)cc1 (stereo not given),0.4,-4.2,-2.2,2.9,-3.2,2.1,5.1,0.8,-1.6,-2.5
COc1ccc2nc(NNC(=O)C3COc4ccccc4O3)sc2c1 (stereo not given),4.1,7.5,9.3,-0.5,-3.3,5.7,-0.9,11.4,-6.8,9.2
COC(=O)c1c(NC(C)=O)sc2c1CCCCC2,-1.8,-0.9,-4.8,4.5,-4.5,-0.8,3.6,-4.4,-7.2,1.8
O=C(Nc1ccc(F)cc1F)c1cncc(Br)c1,-2.8,0.6,0.4,-3.2,3.6,1.1,1.7,0.6,-0.4,-0.1
CCCc1cc(C(=O)N/N=C/c2ccc(CC)s2)c2ccccc2n1,1.2,-8.0,4.8,-13.0,-6.5,3.4,-6.6,6.8,-9.6,5.1
C[C@H]1CN([C@@H](C)CO)C(=O)CCCn2cc(nn2)CO[C@@H]1CN(C)S(=O)(=O)c1ccccc1F,-0.1,2.5,0.5,0.9,0.9,0.3,1.1,-5.7,-2.5,nt
CCCn1c(SC(C)C(=O)N2CCOCC2)nc2ccc(Br)cc2c1=O (stereo not given),-2.3,-4.5,-4.7,-2.9,4.4,-1.9,-7.1,3.2,-3.4,-8.2
COc1cccc(-c2cnc(C(O)c3ccc(F)c(C)c3)[nH]2)c1 (stereo not given),1.1,-0.6,2.2,5.2,-1.2,-1.4,-1.8,-3.7,4.9,nt
Cc1ccc(NC(=O)c2cc(-c3ccc(C)o3)nc3ccccc23)nc1,-1.6,0.6,7.4,9.7,7.7,47.4*,9.9,-0.6,1.8,-6.2
CCCCn1c(SCC(=O)c2ccc(OC)c(OC)c2)nc2cc(S(N)(=O)=O)ccc21,-3.9,0.5,2.2,-12.6,7.2,-2.5,1.4,-6.9,-0.9,-5.5
O=Cc1cc(N=Nc2ccccc2Cl)ccc1O,-3.0,9.5,13.2,29.9*,4.9,2.2,15.4,1.6,-4.3,38.3*
O=C1CN(C(=O)COC(=O)CNC(=O)c2ccc(Cl)cc2)c2ccccc2N1,7.6,-4.6,-2.3,-11.2,-6.6,9.1,4.2,2.5,-1.2,-1.6
O=C(/C=C/c1ccccc1Cl)Nc1cccc(S(=O)(=O)NC2=NCCCCC2)c1,0.5,-22.0,9.2,-21.0,2.6,-0.4,-10.1,-3.7,-9.2,-38.5
Fc1ccc2nc(Nc3nc4c(F)cccc4s3)sc2c1,4.7,-15.8,21.4,-0.5,-7.0,4.3,7.8,-0.2,-4.6,-32.2

# Source: PubChem BioAssay
